Mdm2 ligase inh: inhibitors of human Mdm2 E3 ubiquitin ligase. Q00987. cell-based MDM2 ubiquitination luciferase reporter, 2 h; 0 = plate control, 100 = twice control, blank-subtracted. signal enhancement, % at 5 µM. hit rate 0.11% among 210,000. AID 1230;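 active = signal enhancement of 30% or more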;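 also: luminescence tracks abundance of the self-degrading MDM2-luciferase fusion protein; higher signal means inhibition of MDM2 E3 ligase activity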
Target sequence (Q00987 whole entry, looked up, the tested form may be a part): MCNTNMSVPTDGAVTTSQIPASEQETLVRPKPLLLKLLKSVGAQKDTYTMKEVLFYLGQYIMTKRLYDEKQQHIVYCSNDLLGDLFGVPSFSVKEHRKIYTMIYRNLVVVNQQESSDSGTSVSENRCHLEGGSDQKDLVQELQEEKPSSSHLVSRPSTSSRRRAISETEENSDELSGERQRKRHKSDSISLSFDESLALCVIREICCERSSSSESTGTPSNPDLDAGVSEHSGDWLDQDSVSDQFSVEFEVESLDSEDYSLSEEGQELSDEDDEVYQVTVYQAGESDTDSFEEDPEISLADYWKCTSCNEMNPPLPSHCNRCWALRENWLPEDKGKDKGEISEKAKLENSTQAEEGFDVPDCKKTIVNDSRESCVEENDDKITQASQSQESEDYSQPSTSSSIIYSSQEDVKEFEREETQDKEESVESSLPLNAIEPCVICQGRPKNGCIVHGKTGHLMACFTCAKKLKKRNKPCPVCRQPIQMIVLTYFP
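system = mammalian cells stably expressing self-ubiquitinating, self-degrading MDM2 E3–luciferase fusion | quantity = 2000 cells per well seeded | incubation = 4 h cell settling then 2 h compound exposure, 37 °C | signal = SteadyLite luminescence, 15 min reagent step | benchmarks = plate control and blank wells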
TRPML3 ag: human mucolipin-3 channel agonism. HEK293 TRPML3-YFP, Fluo-8 calcium fluorescence; 100% = the carbachol control signal. AID 1448. hit rate 0.29% among 220,000. activation, % at 3 µM. Q8TDD5;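 active = activation above its plate's cutoff, the mean activation of the plate's test wells plus 3 SD, cut at about 12% in these data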;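 also: 0% = DMSO only wells and 100% = carbachol wells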
Target sequence (Q8TDD5 whole entry, looked up): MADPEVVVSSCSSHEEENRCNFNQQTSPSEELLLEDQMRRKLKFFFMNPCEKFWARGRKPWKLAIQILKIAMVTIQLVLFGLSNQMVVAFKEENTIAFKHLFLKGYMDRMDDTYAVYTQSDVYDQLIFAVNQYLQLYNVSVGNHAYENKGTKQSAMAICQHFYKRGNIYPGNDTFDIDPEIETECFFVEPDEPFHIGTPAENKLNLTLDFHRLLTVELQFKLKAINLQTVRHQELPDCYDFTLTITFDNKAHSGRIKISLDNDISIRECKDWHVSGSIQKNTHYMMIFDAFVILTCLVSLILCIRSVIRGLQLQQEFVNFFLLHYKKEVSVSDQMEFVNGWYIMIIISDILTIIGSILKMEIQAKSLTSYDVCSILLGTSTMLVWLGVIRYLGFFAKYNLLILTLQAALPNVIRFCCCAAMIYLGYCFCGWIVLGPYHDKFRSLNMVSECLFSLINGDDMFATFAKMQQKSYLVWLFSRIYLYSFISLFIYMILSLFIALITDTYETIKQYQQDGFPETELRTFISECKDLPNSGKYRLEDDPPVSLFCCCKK
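Material: HEK293 cells stably carrying human TRPML3-YFP; compound dosing: single dose, 3 µM final nominal compound, 0.3% DMSO final; incubation: 1-h 37 °C dye load, 5-s basal, 120-s post-compound reads; technique: Fluo-8 intracellular calcium fluorescence, excitation 470-495 nm, emission 515-575 nm; read-out basis: percent activation from peak-to-basal fluorescence ratio, scaled between DMSO and carbachol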
Runt-SMMHC FRET: inhibitors of human RUNX1 Runt domain binding to CBFb-SMMHC | hit rate 0.74% among 220,000 | inhibition, % at 20 µM | Cerulean-Runt/Venus-CBFb-SMMHC FRET ratio 530/480, 1 h | AID 1434;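 active = mean inhibition across duplicate retests at 20 µM reaching about 50%, limit read from the data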;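 also: 0% = DMSO wells and 100% = wells with excess untagged CBFb-SMMHC; inhibitors lower the FRET ratio by blocking Runt binding to CBFb-SMMHC; some results filed as inactive read as strong as hits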
PPC-1+TRAIL kill: kills PPC-1 cancer cells in the presence of TRAIL; cell killing (% activity), % at 4 µM; PPC-1 cells + TRAIL, ATPLite viability luminescence; hit rate 0.41% among 220,000;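 active = cell killing above 50% in the first pass at 4 µM, then a duplicate retest at 5 µM averaging 50% or more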;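 also: plate controls were cells with TRAIL plus DMSO for no effect and medium-only wells lacking cells for full effect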
TNF necrop inh: TNF-alpha cell death inhibition in Jurkat FADD-/- cells; Jurkat FADD-/- TNF necroptosis rescue, ATP luminescence, 24 h; 0 = TNF only, 100 = no-TNF cells; activation (protection from cell death), % at 10 µM; hit rate 0.068% among 220,000; AID 463075;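 active = activation, meaning protection from cell death, of at least 50% relative to plate controls; inactive = activation below 50%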;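 also: necroptosis triggered by 40 ng/mL TNF-alpha added together with compound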
zfTRPN1 agonist: activates the zebrafish TRPN1 channel; activation, % at 3 µM; HEK293 zebrafish TRPN1-YFP, Fluo-8 calcium fluorescence; 100% = response to 87 µM carbachol; hit rate 0.18% among 220,000;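 active = activation above its plate's cutoff, the mean activation of test wells on that plate plus 3 SD, cut at about 19% in these data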;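 also: 0% = DMSO alone and 100% = 87 µM carbachol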
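Material: zebrafish TRPN1-YFP in HEK293 cells. Doses: one dose of 3 µM, 0.3% DMSO. Incubation: dye 1 h 37 °C plus 30 min RT. Measured by: intracellular calcium fluorescence with Fluo-8.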
EBV gp42 inh: EBV gp42 inhibition. Fluorescence polarization binding assay, mP read-out. hit rate 0.42% among 220,000. Q1HVG2. inhibition, % (tested at 21.74 µM); in the data active = inhibition above about 50%
p47phox inh: p47phox (human) inhibition | P14598 | p47phox/p22phox peptide binding, fluorescence polarization, 2 h | inhibition, % at 24.7 µM | hit rate 0.53% among 220,000;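 active = inhibition above about 30%, limit read from the data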;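 also: 0% = p47phox with labelled peptide and 100% = labelled peptide alone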
CHOP inh: blocks CHOP induction under ER stress; CHO-K1 CHOP-promoter luciferase, tunicamycin-induced, 15-18 h; inhibition, % at 10 µM; hit rate 3.8% among 220,000;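 active = compounds that reduced the stress-induced luciferase reporter signal by more than about 70% of percent inhibition, limit read from the data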;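 also: 0% = tunicamycin plus vehicle and 100% = wells without tunicamycin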
The depositor's hits bear a star; . = no result given.

Sample of the layout, 3 compounds:
Structure | Mdm2 ligase inh | TRPML3 ag | Runt-SMMHC FRET | PPC-1+TRAIL kill | TNF necrop inh | zfTRPN1 agonist | EBV gp42 inh | p47phox inh | CHOP inh
CC1CCN(C(=O)C2c3ccccc3C(=O)N3CCc4ccccc4C23)CC1 (configuration not stated) | -12 | 0.2 | 0 | 9 | -5.2 | 0.2 | -8 | -1 | -8
COc1ccc(N2C(=O)S[C@@H]3CS(=O)(=O)C[C@@H]32)cc1 | -13 | 0.8 | -1 | 10 | -0.1 | 1.7 | -8 | -12 | -11
Cc1ccc(NC(=S)N2CCOCC2)c(C)c1 | -9 | 0.4 | -1 | 5 | -5.2 | -0.8 | -12 | -13 | 4

The list itself, from the first entry:
Structure | Mdm2 ligase inh | TRPML3 ag | Runt-SMMHC FRET | PPC-1+TRAIL kill | TNF necrop inh | zfTRPN1 agonist | EBV gp42 inh | p47phox inh | CHOP inh
CC1CCN(C(=O)C2c3ccccc3C(=O)N3CCc4ccccc4C23)CC1 (configuration not stated) | -12 | 0.2 | 0 | 9 | -5.2 | 0.2 | -8 | -1 | -8
COc1ccc(N2C(=O)S[C@@H]3CS(=O)(=O)C[C@@H]32)cc1 | -13 | 0.8 | -1 | 10 | -0.1 | 1.7 | -8 | -12 | -11
Cc1ccc(NC(=S)N2CCOCC2)c(C)c1 | -9 | 0.4 | -1 | 5 | -5.2 | -0.8 | -12 | -13 | 4
CC(C)(C)NC(=O)NC(=O)CN1CCC(Cc2ccccc2)CC1 | 1 | -0.3 | -2 | 24 | 0.2 | -0.9 | -3 | -6 | 45
CSc1ccc(CN(C)CC(=O)Nc2c(F)cccc2F)cc1 | -9 | 0.5 | 2 | 30 | 1.2 | 0.4 | -9 | 6 | 22
COc1ccc(C2c3c(ccc4ccccc34)Oc3ncn4nc(-c5ccco5)nc4c32)cc1 (configuration not stated) | -11 | 0.7 | 1 | 9 | 0.7 | 0.6 | -16 | -17 | 21
O=C(c1ccccc1Nc1ccc(SC(F)F)cc1)N1CCCCCC1 | -9 | -1.8 | -6 | 17 | -1.3 | -1.7 | -3 | 11 | 86*
O=C1CCCCN1CCc1c[nH]c2ccccc12 | -3 | -0.6 | -1 | 15 | -1.5 | 1.7 | -6 | -19 | 19
Cc1cc(SC(C)C(=O)O)nc2ccccc12 (configuration not stated) | -2 | 0.1 | -4 | 7 | -0.1 | 0.5 | -2 | -6 | -6
CN1CCN(CCc2nc3cc(NC(=O)c4ccco4)ccc3n2C)CC1 | -14 | 0.1 | 0 | 9 | -1.0 | 1.6 | -4 | -10 | -3
COc1ccc(C(=O)NC(NC(=O)c2ccc(OC)cc2)c2ccccc2F)cc1 | -9 | 0.4 | 1 | 24 | -0.6 | -1.7 | 6 | -7 | 0
CCN(CC)C(=O)C1=C(C)Nc2nc3ccccc3n2C1c1cccc(OC)c1 (configuration not stated) | -11 | -0.5 | -2 | 13 | -1.4 | -0.8 | -10 | -26 | -7
COc1ccc(C(=O)NNC(=O)CSc2nnc(C)n2C)cc1 | -9 | 0.8 | -6 | 14 | -0.3 | 0.7 | -11 | 0 | 5
Nc1cccc(-c2ccc(CO)o2)c1 | -14 | 0.7 | -1 | 19 | -0.6 | -0.6 | 1 | -13 | -20
CCO[C@@H]1OC(C(=O)NC2CC2)=C[C@H](c2c[nH]c3ccccc23)[C@H]1CCCO | 1 | . | 1 | 0 | 3.3 | . | -4 | -9 | 15
CON(c1nc(N(C)C)nc(N(C)C)n1)S(=O)(=O)c1ccccc1Cl | -3 | 0.1 | -3 | 24 | 0.6 | -3.9 | -13 | -4 | 17
COc1cc(/C=C2\SC(=S)N(N3CCOCC3)C2=O)ccc1O | . | 0.1 | -3 | 13 | -1.5 | 1.7 | -2 | -15 | -34
CCS(=O)(=O)N1CCN(C(=O)c2cc(OC)cc(OC)c2)CC1 | -1 | -0.2 | -1 | 15 | 1.3 | 0.2 | -2 | -1 | -9
Cc1nc2cc(S(=O)(=O)C(F)(F)F)ccc2s1 | -1 | 0.9 | -3 | 9 | 2.5 | 2.0 | -15 | 3 | 4
O=C(O)CNC(=O)/C(=C/c1ccco1)NC(=O)/C=C/c1ccccc1 | -4 | 0.4 | -2 | -8 | 1.2 | -0.4 | -9 | -11 | -11
Cc1nc(CN2CCN(C(=O)CCc3nnc(Cc4c[nH]c5ccccc45)o3)CC2)cs1 | -9 | -0.2 | 4 | -26 | -0.2 | 0.0 | 0 | -13 | 26
Cc1cccc(S(=O)(=O)N(CC(=O)Nc2ccccc2C)Cc2ccco2)c1 | -8 | -1.0 | -2 | 1 | -0.5 | -2.8 | -30 | -6 | 20
C=CCN1C2=NCCCN2c2ccccc21 | -5 | 1.0 | 1 | 5 | 1.7 | -0.9 | -1 | 6 | 6
C=CCc1cccc(/C=N/NC(=O)CCC(=O)Nc2ccc(C)cc2)c1O | 6 | 0.6 | 6 | 23 | -8.0 | 1.0 | -15 | -15 | 98*
Cc1ccsc1/C=N\NC(=O)c1n[nH]c2c1CCC2 | -54 | 0.2 | -2 | 23 | -8.6 | 1.2 | -13 | -8 | 22
Cc1ccc(OCC(=O)Nc2ccc(S(=O)(=O)N3CCN(C)CC3)cc2)cc1 | 2 | 0.3 | -2 | 7 | 2.3 | 0.1 | -4 | -9 | 4
CC(=O)NC12CC3CC(C)(C1)CC(NC(C)=O)(C3)C2 | -31 | 0.1 | -1 | 19 | 0.3 | 1.9 | -16 | 4 | 46
CCCCOc1ccc(Nc2nc(C)cc(C)c2C#N)cc1 | . | 0.8 | 1 | 8 | -0.3 | -0.5 | -18 | -12 | 63
S=C(NC1CCCC1)N1CCN(c2ncccn2)CC1 | -4 | 0.1 | -19 | 32 | -1.8 | 1.8 | 0 | -5 | 6
Cn1cc(-c2ccccc2C(N)=O)c(=O)c2cc(Cl)ccc21 | -7 | 0.2 | -1 | 0 | -0.4 | 0.2 | -11 | -1 | 32

Four entries from above, set out differently:
Results follow in this order: Mdm2 ligase inh | TRPML3 ag | Runt-SMMHC FRET | PPC-1+TRAIL kill | TNF necrop inh | zfTRPN1 agonist | EBV gp42 inh | p47phox inh | CHOP inh
- COc1ccc(C2c3c(ccc4ccccc34)Oc3ncn4nc(-c5ccco5)nc4c32)cc1 (configuration not stated)
  -11 | 0.7 | 1 | 9 | 0.7 | 0.6 | -16 | -17 | 21
- O=C(c1ccccc1Nc1ccc(SC(F)F)cc1)N1CCCCCC1
  -9 | -1.8 | -6 | 17 | -1.3 | -1.7 | -3 | 11 | 86*
- O=C1CCCCN1CCc1c[nH]c2ccccc12
  -3 | -0.6 | -1 | 15 | -1.5 | 1.7 | -6 | -19 | 19
- Cc1cc(SC(C)C(=O)O)nc2ccccc12 (configuration not stated)
  -2 | 0.1 | -4 | 7 | -0.1 | 0.5 | -2 | -6 | -6

(further entries)
Structure | Mdm2 ligase inh | TRPML3 ag | Runt-SMMHC FRET | PPC-1+TRAIL kill | TNF necrop inh | zfTRPN1 agonist | EBV gp42 inh | p47phox inh | CHOP inh
O=c1cc(N2CCc3ccccc32)[nH]c(=O)n1Cc1ccc(F)cc1 | -1 | 0.8 | 7 | -1 | -2.1 | -0.9 | -7 | 8 | -20
CN(c1ccc(Cl)cc1)c1cc(=O)n(C)c2ccccc12 | -2 | -0.8 | -1 | 12 | -8.9 | -1.6 | -9 | -3 | 33
O=C(N/N=C1\CCS(=O)(=O)c2ccc(F)cc21)c1ccc([N+](=O)[O-])cc1 | . | 0.6 | -1 | 24 | -0.8 | 1.9 | -11 | -9 | 6
O=C(NCc1cccnc1)c1noc2c1CCCC2 | -17 | 0.0 | -8 | 26 | 5.9 | 1.0 | -21 | -4 | -14
CC(=O)C1=C(C)NC(=O)CC1c1ccc(Br)cc1 (configuration not stated) | -14 | -1.4 | 4 | -5 | 0.7 | 1.4 | -11 | -6 | 0
Cc1cccc(NC(=O)c2cc(Cl)nc3ccccc23)c1 | -37 | -1.7 | -2 | 15 | -1.9 | -1.5 | -10 | -2 | -5
Cc1cc2n(n1)C(c1ccc3c(c1)OCO3)Nc1ccccc1-2 (configuration not stated) | -14 | -0.7 | -5 | 9 | -4.4 | -2.1 | 2 | -24 | 42
COc1cc(/C=N/NC(=O)COc2ccccc2C)ccc1OC(=O)c1cccs1 | -6 | -0.1 | 1 | 20 | -2.2 | 0.4 | -11 | -3 | -2
CC(C)NS(=O)(=O)c1ccc(OCC(=O)Nc2cccc(F)c2)cc1 | -15 | 0.7 | -2 | 26 | 0.5 | 1.2 | -15 | 6 | 3
O=[N+]([O-])c1ccc(N2CCC(O)CC2)nc1 | 11 | 1.0 | -3 | 19 | 0.5 | -0.8 | -12 | -6 | -25
Cc1cc(C)n(-c2ccc(OCC(=O)O)nn2)n1 | 0 | 0.1 | 0 | 6 | -3.4 | 0.2 | -9 | -2 | 11
CCC(c1nnnn1C(C)(C)C)N(Cc1ccco1)Cc1cc2cccc(C)c2[nH]c1=O (configuration not stated) | -22 | 0.3 | 4 | -3 | -0.2 | -0.7 | -25 | -19 | 40
O=C(Nc1ccc(F)cc1)N(Cc1ccco1)Cc1cc2cc3c(cc2[nH]c1=O)OCO3 | -21 | 0.2 | -70 | 5 | -2.7 | 0.6 | -10 | -8 | -6
O=c1c(C=Nc2ccc(Cl)cc2)c[nH]n1-c1cccc(Cl)n1 | -2 | 0.9 | -4 | 13 | -11 | -0.1 | -6 | 18 | 83*
CC(C)C(=O)NC(=S)Nc1sc2c(c1C(N)=O)CCCC2 | 3 | 0.1 | 4 | 17 | 1.2 | 0.1 | 9 | -19 | -14
c1ccc(-c2ccc(C3=Nn4c(nnc4-c4cc(-c5ccccc5)n[nH]4)SC3)cc2)cc1 | -14 | -0.2 | -3 | -21 | -2.5 | 0.8 | -14 | 8 | -32
O=C(Cc1cccs1)Nc1nnc(SCc2cccc3ccccc23)s1 | -11 | -0.2 | 2 | 26 | 0.6 | 1.8 | -22 | -23 | 2
FC(F)(F)c1ccc(-c2nnc(-c3ccccn3)c(-c3ccccn3)n2)nc1 | -8 | 0.5 | 0 | 3 | 1.7 | -0.8 | -7 | -3 | -1
